M4 ag: human M4 muscarinic receptor agonists, primary screen, CHO-K1 cells, Fluo-8 calcium fluorescence; Muscarinic acetylcholine receptor M4 (Homo sapiens), P08173; CHO-K1 hM4/Gqi5; vehicle 0%, full acetylcholine response 100%; activation, % at 3 µM; 360,000 tested, 0.14% active;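 active means activation above the run mean over all test wells plus 3 SD, cut at about 32% in these data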;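 further: peak over basal fluorescence ratio per well then scaled between controls; 0% = DMSO wells and 100% = acetylcholine at EC100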
Target sequence (P08173 whole entry, looked up): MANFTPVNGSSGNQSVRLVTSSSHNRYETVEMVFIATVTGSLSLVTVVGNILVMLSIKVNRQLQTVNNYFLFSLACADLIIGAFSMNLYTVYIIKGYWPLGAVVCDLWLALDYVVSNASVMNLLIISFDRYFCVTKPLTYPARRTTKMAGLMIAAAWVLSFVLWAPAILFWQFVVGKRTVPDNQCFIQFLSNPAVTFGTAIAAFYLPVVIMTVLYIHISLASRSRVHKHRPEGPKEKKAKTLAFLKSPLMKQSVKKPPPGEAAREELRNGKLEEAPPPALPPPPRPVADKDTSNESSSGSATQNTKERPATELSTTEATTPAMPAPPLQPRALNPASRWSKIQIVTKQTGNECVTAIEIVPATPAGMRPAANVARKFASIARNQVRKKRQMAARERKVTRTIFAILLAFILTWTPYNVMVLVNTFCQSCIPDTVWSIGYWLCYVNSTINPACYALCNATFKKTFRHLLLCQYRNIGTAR
CHRM5 agonist: human M5 muscarinic receptor agonists, primary screen, CHO-K1 cells, Fluo-8 calcium fluorescence | Muscarinic acetylcholine receptor M5 (Homo sapiens), P08912 | CHO-K1 hM5 cells; 0% DMSO wells, 100% maximal acetylcholine response | activation, % at 3 µM | 360,000 tested, 0.19% active | AID 624037, 2012;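 active means activation above the run's mean over test compounds plus 3 SD, cut at about 23% in these data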;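 further: signal is peak over basal fluorescence ratio across the kinetic read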
M4 PAM: human M4 muscarinic receptor positive allosteric modulators, primary screen, CHO-K1 cells, Fluo-8 calcium fluorescence. 360,000 tested, 0.4% active. CHO-K1 hM4/Gqi5, ACh EC20; 0% = ACh EC20, 100% = maximal ACh. activation, % at 3 µM. Muscarinic acetylcholine receptor M4 (Homo sapiens), P08173. AID 624126, 2012;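 active means activation above its plate's cutoff, the mean activation of sample wells plus 3 SD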; further: some results filed as inactive read as strong as hits
IDE inh: human IDE inhibitors in live cells, primary screen, fluorescence polarization, HEK cells, FAbetaB substrate; inhibition, % at 5.59 µM; FAbetaB cleavage; Insulin-degrading enzyme (Homo sapiens), P14735; 320,000 tested, 0.41% active;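 active means percent inhibition above the average of all tested compounds plus 3 SD, set per screening campaign, cut at about 16% in these data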;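 further: IDE supplied by intact live HEK cells; FP after avidin binding of uncleaved biotin substrate so inhibition keeps polarization high; 0% = DMSO wells and 100% = 60 µM reference IDE inhibitor Ii1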
M5 PAM: human M5 muscarinic receptor positive allosteric modulators, primary screen, CHO-K1 cells, Fluo-8 calcium fluorescence | 360,000 tested, 0.3% active | CHO-K1 hM5, ACh EC20 PAM; 0% = ACh EC20, 100% = ACh EC100 | activation, % at 3 µM;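 active means activation above the run cutoff, the mean activation of all test compounds plus 3 SD, cut at about 18% in these data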
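Assay system: CHO-K1 hM5 cells / Incubation: Fluo-8 loading 80 min at 37 °C plus 30 min room temperature / Technique: Fluo-8 calcium dye fluorescence, kinetic read / Repeats: single replicate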
CHRM4 antagonist: human M4 muscarinic receptor antagonists, primary screen, CHO cells, Fluo-8 calcium fluorescence; Muscarinic acetylcholine receptor M4 (Homo sapiens), P08173; CHO-hM4 cells, ACh EC80; inhibition, % at 3 µM; 360,000 tested, 0.73% active; AID 624125, 2012;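 active means inhibition above its plate's cutoff, the mean inhibition of sample wells plus 3 SD, cut at about 27% in these data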;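 further: 0% = acetylcholine EC80 with DMSO and 100% = DMSO without agonist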
CHRM5 antagonist: human M5 muscarinic receptor antagonists, primary screen, CHO cells, Fluo-8 calcium fluorescence. 360,000 tested, 0.59% active. inhibition, % at 3 µM. Muscarinic acetylcholine receptor M5 (Homo sapiens), P08912. CHO-hM5 cells, ACh EC80;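 active means inhibition above a per-plate cutoff, the mean of that plate's test compounds plus 3 SD, cut at about 27% in these data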;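 further: 0% = acetylcholine EC80 with DMSO and 100% = DMSO without agonist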
CRFR2-BP ag: agonists of CRF-BP/CRF-R2 complex, primary screen, cell-based, HEK293, calcium dye fluorescence, uHTS; calcium dye fluorescence (FLIPR); percent of saturating CRF peptide response; activation, % at 13.2 µM; 350,000 tested, 0.46% active; AID 588473, 2011;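 active means activation of at least 50%, plus an integration ratio under a set limit after plate pattern correction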;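 further: plate controls were neutral control wells without compound for no effect and CRF at EC100 for full effect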
CRFBP-R2 block: antagonists of CRF-BP/CRF-R2 complex, primary screen, cell-based, HEK293, calcium dye fluorescence, uHTS | AID 588475, 2011 | CRF-induced calcium fluorescence | 350,000 tested, 0.59% active | inhibition, % at 11.8 µM;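 active means inhibition of the ligand-induced calcium signal above about 50% at the single tested concentration, limit read from the data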
* = called active by the depositor; / = not tested or not shown.

smiles,CHRM5 agonist,CHRM5 antagonist,M4 ag,IDE inh,CRFBP-R2 block,M4 PAM,CRFR2-BP ag,CHRM4 antagonist,M5 PAM
c1ccc(OCc2nn3c(Cn4cnc5ccccc54)nnc3s2)cc1,7,3,9,6,8,-6,0.7,3,-5
O=C(NCc1ccco1)C(c1ccccc1)N(C(=O)Cc1cccs1)c1ccccc1 (configuration not stated),1,-4,9,2,-12,-6,-0.2,-10,-11
COc1ccc(/C=C/C(=O)Oc2cccc(/C=N/NC(=O)Cc3ccc(Br)cc3)c2)cc1,-2,-1,0,1,9,-1,-0.1,-9,0
OC1CCN(c2c3c(nc4cc(-c5cccc(F)c5)nn24)CCCC3)CC1,0,9,13,9,4,-12,0.6,13,-21
CCCc1nc2oc3c(NCCN4CCOCC4)ncnc3c2c2c1CCCC2,-9,-1,2,-4,-9,1,-2.2,-8,-9
CCOC(=O)CSc1[nH]c(=O)cc(C)c1C#N,-1,1,0,5,6,-3,-0.3,7,0
COc1ccc(C(=O)COC(=O)CNC(=O)c2cc(OC)cc(OC)c2)cc1,-1,-4,1,-3,-2,-1,-0.9,-12,0
CCC(=O)NS(=O)(=O)c1ccc(N=NN2CCCCC2)cc1,-1,0,1,12,2,-8,-0.8,11,0
Cn1c(=O)[nH]c(=O)c2c1nc(N/N=C/c1cccnc1)n2Cc1ccc(Cl)cc1,-3,-5,-1,5,-15,1,-1.6,-1,7
CC1=C(C#N)C(NC(=O)c2cccc(Cl)c2)(C(F)(F)F)C(=O)N1 (configuration not stated),-6,1,1,9,-1,10,1.8,4,0
S=c1[nH]nc(Nc2cccc(Cl)c2)s1,2,-7,2,17*,-8,6,-0.1,1,13
CCOC(=O)CCCNC(=O)CCNC(=O)c1ccc(OCC(C)C)cc1,5,-11,0,14,16,14,-1.1,-18,7
C/C(=N/NC(=O)c1sc(NS(=O)(=O)c2ccccc2)nc1C)c1sc(N)nc1C,-3,1,2,3,1,7,0.7,-6,-1
COC(=O)CN(c1cc(Cl)ccc1OC)S(=O)(=O)c1ccc(OC)c(OC)c1,-1,-2,1,-3,-2,-2,2.0,0,-4
CC(C)N1CCC(C)(C(=O)Nc2cccc(Oc3ccccc3)c2)C1 (configuration not stated),-2,13,2,/,/,-7,/,-1,-5
COCCCNC(=O)CN(c1cc(Cl)cc(Cl)c1)S(C)(=O)=O,2,0,0,5,-2,0,-0.1,4,-2
CCCCCN=CC1=C(O)CC(c2ccccc2)CC1=O (configuration not stated),-10,-11,1,1,-24,7,-1.5,-9,-2
Cc1cn([C@H]2C[C@H](O)[C@@H](CNCc3ccc(Oc4cc(-n5cccn5)ncn4)cc3)O2)c(=O)[nH]c1=O,0,11,16,/,-10,-6,0.0,-10,-6
O=C(NCc1cccnc1)c1cc([N+](=O)[O-])ccc1N1CCOCC1,0,7,2,3,-4,3,2.9,4,2
CCC1CCCCN1C(=O)c1ccc(OC2CCN(C(=O)CCOC)CC2)cc1 (configuration not stated),-3,1,1,-1,16,-4,3.6,5,-2
CCCC(=O)Nc1nnc(-c2ccc3c(c2)OCCO3)o1,1,6,0,1,-1,-2,0.2,3,7
CC(C)NC(=O)C1C(c2ccccc2)=Nc2ccccc2N1C(=O)c1ccc(C(F)(F)F)cc1 (configuration not stated),-3,-4,1,/,/,2,/,-7,4
CCc1cccc(Nc2cnn(C34C[C@@H]5C[C@@H](CC(CC(=O)O)(C5)C3)C4)c(=O)c2Cl)c1,-9,-12,1,21*,5,-2,-2.9,-4,5
Cc1ccc(OC(C)C(=O)N(C)c2ccccc2)c([N+](=O)[O-])n1 (configuration not stated),1,-6,1,-1,-11,10,-1.3,-5,2
O=C(OCCN1C(=O)c2cccc3c(N4CCOCC4)ccc(c23)C1=O)c1ccccc1Cl,17,45*,25,113*,-165,-15,170*,40*,-20
Cc1ccc(OCc2cc(C(=O)N3CCC(C(O)C(C)C)CC3)no2)cc1C (configuration not stated),2,10,12,10,11,-2,-0.9,-9,-9
Cc1ccc(/C=c2\sc3nc(-c4ccco4)nn3c2=O)o1,-5,0,0,2,6,8,0.5,-14,-6
CCOC(=O)c1ccc(NC(=O)CSc2nnc(NC(=O)c3ccc(S(=O)(=O)N4CCOCC4)cc3)s2)cc1,2,-12,0,-5,-1,6,2.9,1,9
COc1ccc(C(=O)O)cc1S(=O)(=O)Nc1ccccc1Cc1ccccc1,-2,13,2,/,2,10,0.4,3,3
CCC(O)(c1ccc(OC)cc1)C(CN1CCOCC1)c1ccccc1 (configuration not stated),-2,-4,-1,-3,-17,-1,-1.7,-1,7
Cc1cc(C)cc(OCC(=O)Nc2cccc(S(=O)(=O)NC3=NCCC3)c2)c1,1,-7,2,0,-3,15,-1.6,-11,3
O=C1CSC(=S)N1,1,3,1,-2,-19,-2,-0.1,-6,-1
CCCCNCCCOc1cccc(Cl)c1Cl,-3,8,12,-3,-6,-3,0.3,0,-7
CCCC(=O)Nc1ccc(N2CCCCC2)cc1,-1,2,0,-2,9,-8,1.2,2,5
Cc1ccc(S(=O)(=O)N(C)C[C@@H]2Oc3ccc(NS(C)(=O)=O)cc3CC(=O)N([C@H](C)CO)C[C@@H]2C)cc1,-2,12,0,2,0,-5,-1.2,0,-2
Cc1ccc(C)c(N2CCN(S(=O)(=O)c3c(C)[nH]c(C)c3C(=O)N3CCCCC3)CC2)c1,-3,-3,8,5,4,0,0.0,1,-1
Cc1cc(C)c[n+](CC(=O)c2c(C)cc(C)c([N+](=O)[O-])c2C)c1,4,-11,1,3,4,-3,-0.9,-6,7
CNc1cc(C)c(C#N)c2nc3ccccc3n12,-1,2,0,2,15,-4,-2.4,6,4
Cc1ccccc1NC(=O)CCCC(=O)c1ccccc1,-3,-5,2,2,1,10,0.1,-10,2
Cc1[nH]n(-c2ccccc2)c(=O)c1/C=N/NC(=O)c1ccc(O)cc1O,-3,13,-2,-4,6,2,-1.2,-1,-5
O=C(NCCC1=CCCCC1)C1CCN(C(=O)Cc2ccccc2)CC1,9,-9,3,-1,-6,1,-4.3,-3,10
Cc1ccc(S(=O)(=O)NCC(=O)NCC(=O)N2CCN(c3ncccn3)CC2)cc1C,3,1,-1,0,2,-4,-2.2,-2,1
COc1cc2c(cc1OC)C(C)N(C(=O)c1cc3c(s1)-c1c(C)cccc1OC3)CC2 (configuration not stated),-1,3,5,0,-25,-2,0.4,4,-7
O=C(CCn1nc(-c2ccc(Cl)cc2)ccc1=O)NCCCN1CCCCCC1,-4,-3,0,7,-5,-9,0.3,10,-1
O=C(COC(=O)c1ccc(Cl)c([N+](=O)[O-])c1)Nc1ccccc1OC(F)F,-2,6,4,9,9,-7,-2.4,1,-9
Cc1ccc(NC2=CC(=O)CC(c3ccccc3)C2)cc1 (configuration not stated),-7,8,1,5,5,-1,-0.2,3,9
COc1ccc(N(CC(=O)Nc2cccc(C)c2)S(=O)(=O)c2c(C)n[nH]c2C)cc1,1,1,5,3,-18,2,-0.6,7,0
CC(=O)Nc1ccc(NC(=O)C2c3ccccc3Oc3ccccc32)cc1,3,1,2,1,1,-1,2.7,-5,-6
Cc1nc2nc(C)c(NS(=O)(=O)c3ccc(C4CCCCC4)cc3)c(=O)n2[nH]1,-2,12,1,4,19,2,0.4,-3,4
Cc1ccc2cn[nH]c2c1NC(N)=S,-3,-6,0,-1,-7,19,-3.1,0,0
COc1ccccc1NC(=O)COC(=O)C1=NN(c2ccccc2)C(=O)CC1,3,-3,1,8,8,16,-0.6,-1,19*
CCN1C(=O)c2ccccc2Sc2ccc(C(=O)O)cc21,-3,2,1,2,5,10,-2.6,-12,4
Cc1cc(NC(=O)c2ccc(NC(=O)C3CCCO3)cc2)ccc1Br (configuration not stated),5,3,15,7,2,-8,0.0,-2,-3
CCOc1ccc(C(=O)NCC(=O)OCC(=O)c2ccc3c(c2)-c2ccccc2C3)cc1,-4,6,4,11,-37,-7,17,-2,-9
O=C(COC(=O)c1ccc(Cl)nc1)NCCc1ccc(F)cc1,-1,-3,1,-4,8,7,-2.2,-13,7
COc1cccc(NC(=O)c2cc3ccccc3o/c2=N\O)c1,-3,1,4,-4,1,-2,-0.5,2,-4
COc1cc2c(cc1OC)-c1cc(Nc3cccc(C)c3)nc(=O)n1CC2,-2,7,4,0,8,0,-7.4,-7,-4
COc1ccc(-c2nc3c(c4nnc(SC(C)C(=O)Nc5ccccc5)n24)COC(C)(C)C3)cc1 (configuration not stated),0,-7,0,-5,-12,0,-0.4,12,2
COC(=O)c1[nH]c2cc(OC)ccc2c1N=CN(C)C,0,1,0,-1,-2,-8,0.3,-2,-2
COc1ccc(C(=O)Nc2ccccc2N2CCCC2)cc1,-5,5,1,-1,8,1,-7.3,-2,3

Source: PubChem BioAssay (several laboratories)
